# MIN6 prolif: inducers of beta-cell replication in MIN6 cells; proliferation, % at 10 µM; AID 2380; 330,000 tested, 0.29% active; MIN6 cells proliferation, ATPlite luminescence, 48 h; cells starved in 0.2% serum; 100% = growth in 10% serum;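 active = compounds whose signal lies at least 3.5 SD above the mean of all wells on their plate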;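 also: 0% = DMSO-treated cells in low-serum medium and 100% = 10% serum control; some compounds called inactive have numbers as strong as hits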
# APJ antagonist: antagonists of human APJ apelin receptor | P35414 | inhibition, % at 20 µM | CHO-K1 APJ beta-arrestin complementation, luminescence | 330,000 tested, 0.32% active;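 active = inhibition above about 40% at 20 µM, limit read from the data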;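 also: cells challenged with 10 nM apelin-13 agonist together with compound; plate controls were apelin-13 plus DMSO wells for no effect and DMSO wells lacking apelin-13 for full effect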
# Target sequence (P35414 whole entry, looked up): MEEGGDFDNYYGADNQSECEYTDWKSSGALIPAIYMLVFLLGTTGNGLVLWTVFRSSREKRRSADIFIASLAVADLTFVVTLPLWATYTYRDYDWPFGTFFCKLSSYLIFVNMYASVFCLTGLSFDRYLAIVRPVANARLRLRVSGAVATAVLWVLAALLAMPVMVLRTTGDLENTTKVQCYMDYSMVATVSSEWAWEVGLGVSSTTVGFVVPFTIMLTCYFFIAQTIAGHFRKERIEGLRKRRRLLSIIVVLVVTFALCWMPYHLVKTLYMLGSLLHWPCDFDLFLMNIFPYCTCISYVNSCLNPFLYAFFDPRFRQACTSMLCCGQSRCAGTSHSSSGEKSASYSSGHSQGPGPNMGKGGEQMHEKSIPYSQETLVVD
# NLRP3 yeast inh: blocks the NALP3 inflammasome reconstituted in yeast | Yeast reconstituted NLRP3/ASC/caspase-1, beta-gal luminescence, 24 h | inhibition, % at 10 µM | 330,000 tested, 0.39% active | AID 2825;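 active = inhibition of 50% or more; inactive = inhibition below 50%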;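 also: plate controls were induced DMSO wells for no effect and uninduced yeast grown without galactose for full effect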
# NR3A LBD binder: NR3A (human) ligand-binding domain modulation; Tm shift relative to glycine control, % at 25 µM; 340,000 tested, 2.5% active; AID 1259313; NR3A LBD differential scanning fluorimetry, Tm shift; 0% = protein alone, 100% = glycine-bound protein;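 active = melting temperature shift of at least 10% of the positive control shift, at one fixed dose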
# APJ ag: activates the human apelin receptor APJ; CHO-K1 APJ PathHunter beta-arrestin, luminescence; 0% DMSO wells, 100% apelin; AID 2520; 330,000 tested, 0.11% active; activation, % at 20 µM;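 active = activation more than six SD over the plate average, tested at 20 µM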;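 also: 0% = DMSO alone and 100% = apelin-13 at 10 nM; some results filed as inactive read as strong as hits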
#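 assay system = CHO-K1 APJ beta-arrestin complementation cell line | input = cell density 1000 per well | dosing = compound 20 µM once, DMSO 1% | timing = compound 90 min 25 °C, reagent 1 h | measured by = luminescence from split beta-galactosidase complementation, Galacton Star/Emerald II substrate | read-out basis = APJ agonist activity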
# tim10-1 inh: tim10-1 yeast growth inhibition | inhibition, % at 20 µM | AID 463190 | S. cerevisiae tim10-1 ts strain growth, BacTiter-Glo, 24 h | 330,000 tested, 2.2% active;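 active = inhibition of at least 40%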;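 also: mutant grown at 25 °C; 0% = DMSO wells with yeast and 100% = wells holding no yeast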
# MPTP block: blocks calcium-induced mitochondrial swelling; isolated mouse mitochondria, Ca2+ swelling absorbance, 30 min; inhibition, % at 10 µM; 360,000 tested, 1.4% active;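 active = inhibition of 50% or more, scaled per plate between neutral and stimulator controls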;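 also: 0% = DMSO wells given calcium and 100% = 1 mM EGTA wells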
# tim23-1 inh: tim23-1 yeast growth inhibition; S. cerevisiae tim23-1 growth, BacTiter-Glo luminescence, 24 h; AID 463212; inhibition, % at 20 µM; 330,000 tested, 1.3% active;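 active = growth inhibition of the mutant yeast at or above 50%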;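 also: temperature-sensitive mutant grown at 25 °C; plate controls were DMSO-treated mutant yeast for no effect and medium wells lacking yeast for full effect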
# TIM10 inh: inhibits growth of TIM10 yeast strain; 330,000 tested, 1.4% active; inhibition, % at 10 µM; S. cerevisiae TIM10 strain growth, BacTiter-Glo luminescence, 24 h;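 active = inhibition of 40% or more at the single tested concentration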;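 also: wild-type TIM10 isogenic control strain grown at permissive 25 °C; 0% = DMSO yeast wells and 100% = minimal medium wells without yeast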
# Active calls of the source: *; · = not tested or not shown.
SMILES,MIN6 prolif,APJ antagonist,NLRP3 yeast inh,NR3A LBD binder,APJ ag,tim10-1 inh,MPTP block,tim23-1 inh,TIM10 inh
CC(=O)N(CCC(c1ccco1)C(C)C)Cc1ccc(Cl)cc1 (stereo not given),-3.1,15.3,0.4,1.9,-0.8,2.8,7.2,20.8,20.8
NNC(=O)CNC(c1ccccc1)c1cc(Cl)ccc1NC(=O)c1ccccc1 (stereo not given),-2.7,9.1,22.2,2.1,2.3,17.5,0.7,23.7,14.5
O=C1c2ccccc2NC(c2ccc(Br)s2)N1O (stereo not given),-3.1,-2.8,9.5,-0.7,0.1,-0.9,·,26.6,16.0
Cc1ccccc1N/C(SCc1ccc(Cl)cc1)=C(/C#N)C(N)=O,0.0,-1.2,9.1,-24.0,-1.3,21.4,0.5,4.1,-3.7
Cc1ccc(/C=C(\NC(=O)c2ccccc2)C(=O)NCCc2ccccn2)o1,0.0,-3.3,20.8,1.9,2.7,24.6,1.4,28.7,10.4
COc1ccc(NC(=O)CC2CCCCC2)cc1OC,-0.4,8.7,11.3,-3.9,2.0,-4.6,-0.7,8.9,-4.7
COCCNc1nnc(SCC(=O)N2CCN(S(=O)(=O)c3ccccc3)CC2)s1,-0.8,4.2,3.5,-1.6,2.5,8.7,-1.4,8.3,3.7
CC(=O)Nc1ccc2ccccc2c1,-2.1,7.6,-1.7,-0.1,-0.8,3.7,-0.6,5.7,6.9
CCOc1cc(N2CCOCC2)c(OCC)cc1NC(C)C(=O)N1CCC(C)CC1 (stereo not given),0.0,-6.4,24.9,-4.4,0.7,14.4,1.3,7.3,14.7
COc1ccc(-c2noc(-c3ccc(Cl)cc3[N+](=O)[O-])n2)cc1OC,0.0,-22.1,2.7,1.9,4.2,34.3,2.6,13.7,12.1
Cc1nc(CSc2n[nH]c(=O)n2-c2ccccc2)cs1,-0.5,-9.0,16.2,1.2,3.3,-12.3,0.2,14.0,-17.4
COc1ccccc1-c1ccc(SCc2cccc(C)c2)nn1,-6.5,13.0,49.9,2.2,-1.5,23.9,0.7,14.3,10.6
CCC(=O)Nc1sc(Cc2ccc3c(c2)OCO3)c(C)c1C(N)=O,0.2,3.7,-6.5,0.5,-2.0,0.5,2.2,28.5,22.5
CCOc1ccc2c(c1)c(=O)c(S(=O)(=O)c1ccc(CC)cc1)cn2C,1.4,-17.3,-5.3,-2.6,10.1,15.3,-1.3,18.8,12.2
Cc1ccc(S(=O)(=O)NCCSc2ccccc2)cc1[N+](=O)[O-],-0.2,-15.7,9.3,-4.1,-2.2,24.9,28.8,19.5,-6.5
Cc1cc2c(cc1C)[n+](C)cn2CC(O)COCC1CC=CCC1 (stereo not given),-5.8,10.8,-21.8,11.6*,-0.8,10.2,-0.3,6.5,4.1
CC(OC(=O)c1cccc([N+](=O)[O-])c1)C(=O)N1CCc2ccccc21 (stereo not given),-3.2,1.9,11.7,0.5,-3.0,-12.7,-0.8,24.1,0.5
CC1=NN(c2ccc(Cl)cc2)C(=O)C1C(c1cccc(O)c1)c1c(C)[nH]n(-c2ccc(Cl)cc2)c1=O (stereo not given),0.0,14.9,2.8,15.3*,1.2,48.0*,100.9*,57.1*,37.4
COc1ccc(NC(=O)CN2C(=O)NC(C)(C3CC3)C2=O)cc1S(=O)(=O)N1CCOCC1 (stereo not given),2.3,6.5,-1.3,-2.9,1.2,-2.1,1.5,-6.1,-0.1
O=C(CCn1c(=O)oc2ccccc21)NCCCN1CCN(c2ccc(F)cc2)CC1,2.9,1.5,25.4,1.1,-5.2,0.1,0.7,-0.7,0.2

# Quoted from the listing.
# Entry of CC1=NN(c2ccc(Cl)cc2)C(=O)C1C(c1cccc(O)c1)c1c(C)[nH]n(-c2ccc(Cl)cc2)c1=O (stereo not given) in NR3A LBD binder: 15.3*
# Entry of CCC(=O)Nc1sc(Cc2ccc3c(c2)OCO3)c(C)c1C(N)=O in MPTP block: 2.2

# Additional records
SMILES,MIN6 prolif,APJ antagonist,NLRP3 yeast inh,NR3A LBD binder,APJ ag,tim10-1 inh,MPTP block,tim23-1 inh,TIM10 inh
CCn1c(SCc2nc3ccccc3[nH]2)nnc1-c1cccs1,0.8,19.4,6.4,0.3,-0.5,3.3,1.0,15.7,6.3
COc1ccc(CN2C(=O)C(Cc3ccccc3)Nc3ncnc(N4CCN(c5ccccc5)CC4)c32)cc1 (stereo not given),-7.3,52.9*,7.2,-3.9,-20.7,24.8,2.9,27.9,17.3
C[C@H](NC(=O)OC(C)(C)C)C(=O)N/N=C/c1cccc2nccnc12,-1.2,16.0,-7.2,0.5,-4.8,11.5,0.8,4.5,20.1
COc1ccccc1N1CCN(C(=O)C2CCN(S(=O)(=O)c3ccc(C)cc3)CC2)CC1,-3.3,-4.6,8.9,0.8,-4.4,33.9,-1.2,23.6,-2.8
COc1cc(/C=C2\C(=N)N3N=CSC3=NC2=O)cc(Br)c1OC(=O)c1ccco1,2.2,12.1,-3.3,-9.2,-4.2,-6.0,2.2,10.6,1.6
CC(Oc1cc2oc(=O)c3c(c2cc1Cl)CCC3)C(=O)NCc1ccncc1 (stereo not given),1.5,-0.7,18.7,-2.4,-1.8,-123.5,0.5,-33.5,-320.0
O=C(CCn1c(=O)oc2ccccc21)N1CCCCCC1,-0.7,-10.4,-3.0,-0.3,-4.6,12.6,0.3,-1.2,8.1
CC1Cc2cc(/C=C3/SC(=S)NC3=O)ccc2O1 (stereo not given),-6.5,15.9,34.5,-2.5,-1.0,33.2,22.6,47.0,31.4
CN(C(=O)c1c(Cl)cnn1C)C12CC3CC(CC(C3)C1)C2,0.0,5.8,21.1,-5.4,-1.5,26.5,0.6,29.0,1.7
CCCCN1C=CC(=C2C(=O)c3ccccc3C2=O)C=C1,-6.3,14.7,-13.3,-1.3,-2.1,13.3,0.5,6.5,6.9
COc1ccc(OCC2CNC(=O)O2)cc1 (stereo not given),0.0,7.2,3.6,-0.8,-3.0,24.2,-0.2,4.7,-9.9
COc1ccc(CNC(=O)c2ccc3ccccc3n2)cc1OC,1.8,-6.8,29.0,-3.1,3.0,-2.8,14.1,21.5,-2.2
Cc1cccc(S(=O)(=O)NCCNS(=O)(=O)c2cccc(C)c2)c1,-2.0,-3.4,6.3,0.5,0.1,16.9,0.5,12.6,-8.8
CCOc1ccc(NC(=O)CN(C)C(=O)c2cn3ccccc3n2)cc1OCC,8.4,-8.9,13.2,-0.3,6.4,-13.0,0.2,-6.9,-0.1
COc1ccc2sc(NC(=O)c3ccco3)nc2c1,-4.4,6.9,19.0,-5.3,-5.8,33.2,-0.5,43.5,23.0
COc1ccccc1N1CCN(C(=O)c2onc(C)c2Cl)CC1,-5.3,23.8,-8.9,-0.2,-2.7,14.7,-2.1,33.9,2.3
Cc1ccsc1/C=N/n1c(-c2ccccn2)n[nH]c1=S,0.0,22.0,10.4,-1.1,-1.3,0.6,2.4,9.0,-6.5
CCOC(=O)CNC(=O)c1nn(-c2ccc(OCC)cc2)c(=O)c2ccccc12,0.1,10.3,8.1,2.8,1.3,32.5,2.9,30.6,5.8
COc1ccccc1-c1c(C)nn2c(N3CCOCC3)cc(C)nc12,-3.8,7.1,-1.4,2.9,-1.9,27.3,-0.5,14.3,19.7
COc1ccccc1CCc1nnc(CCC(=O)NCCCOc2cccnc2)o1,-0.8,2.7,11.2,-1.1,-1.8,14.1,0.2,0.1,4.1
COc1ccc(CCNC(=O)c2ccc3c(c2)NC(=O)C(CSCc2cc(C)ccc2C)N3)cc1OC (stereo not given),-1.7,10.7,-4.9,·,-2.1,29.8,·,16.9,-0.7
CCOc1cc(/C=C/c2cccc[n+]2C)ccc1O,-0.2,11.9,18.3,2.0,-1.7,-0.3,0.6,14.5,7.2
COC(=O)C(NC(=O)c1c(C)nn(C)c1Cl)c1ccccc1 (stereo not given),0.9,16.7,-0.2,-0.8,1.5,3.1,0.1,0.1,-7.9
COc1ccccc1/C=C/CN1CCN(Cc2ccc(C)o2)C(CCO)C1 (stereo not given),-0.9,3.4,-25.0,1.4,-4.7,20.3,0.7,3.3,0.6
CCc1sc(NC(=O)c2cc3ccccc3oc2=O)nc1-c1cccs1,0.0,0.7,28.0,-10.0,-1.2,0.4,5.7,12.2,11.6
C/C=C(\NC(C)=O)c1ccccc1,2.7,5.0,5.9,-2.7,-1.3,-7.8,0.0,-7.4,-2.3
Cc1cccc(CCNCc2c(C(=O)O)c(C)n(-c3ccccc3)c2C)c1,1.6,6.9,12.9,1.1,-0.1,20.6,0.0,14.0,7.6
O=C(O)CC(C(=O)NCc1ccccc1)C1CCCO1 (stereo not given),-1.5,-1.1,1.2,1.6,2.5,8.1,-1.4,11.0,3.0
CCOC(CNC(=O)c1cc2c(=O)n(CC)c3ccccc3c2s1)OCC,-3.4,7.8,17.4,-1.8,0.2,9.4,-0.6,1.8,7.0
Cc1nc(-c2ccccc2)sc1C(=O)/C=C/c1ccc(Cl)cc1,-3.7,4.0,12.0,1.6,-1.1,30.7,4.9,27.3,5.0
COc1ccc(NS(=O)(=O)c2ccc(O)c(NC(=O)c3ccc(S(=O)(=O)N4CCCC4)cc3)c2)cc1,-1.3,3.7,-3.3,3.8,-0.4,-6.0,12.9,20.6,-23.2
COc1ccc(NC(=O)c2c(C)noc2-c2snnc2C)cc1,-2.1,2.7,13.8,2.5,-0.6,-14.2,0.5,5.4,1.0
O=C(Nc1ccccc1NS(=O)(=O)c1ccc(F)cc1)C1CCC1,-3.1,-3.6,-4.9,-0.4,3.9,10.7,-1.2,13.1,4.6
Cc1noc(C)c1NC(=O)N(C)C[C@H]1Oc2ccc(NC(=O)c3ccncc3)cc2C(=O)N([C@H](C)CO)C[C@@H]1C,-4.0,0.1,0.5,-1.4,-0.8,3.1,-1.1,12.2,1.2
CCCCNC(=O)c1onc(CSc2ccc(Cl)cc2)c1C(=O)NCCCC,-6.7,-63.0,18.1,-8.3,-4.0,25.0,0.2,32.4,-7.6
COc1cccc(NC(=O)Nc2cc(C(=O)NC(C)C)ccc2N2CC3CC(C2)c2cccc(=O)n2C3)c1 (stereo not given),-0.8,13.4,5.0,0.0,-1.8,13.9,0.3,7.7,-1.4
Cc1ccc(S(=O)(=O)N2CCN(C(=O)COC(=O)CCOc3ccccc3C)CC2)c(C)c1,5.1,26.7,17.9,3.8,0.7,22.8,-0.3,18.1,19.6
COc1ccc(CN(C(=O)CCC(=O)N2CCCCC2)c2nccs2)cc1OC,-0.9,-10.0,22.9,0.2,-1.0,15.8,-0.7,5.1,13.1
COc1cc(S(=O)(=O)Nc2cccc3cn[nH]c23)c(OC)cc1C,1.8,0.8,7.6,0.9,-2.9,21.2,1.0,14.9,11.0
COc1ccc(/C=N/NC(=O)c2ccc(NC(=O)c3cccc([N+](=O)[O-])c3)cc2)c(C(=O)O)c1OC,0.2,-1.5,2.0,7.4,-1.4,-5.3,0.2,5.7,-9.5
Cc1ccccc1-n1ncc(C(C)NS(=O)(=O)c2sccc2C)c1C (stereo not given),-2.3,9.3,-3.2,-0.3,2.4,21.4,-0.6,25.5,22.4

# Source: PubChem (Sanford-Burnham Center for Chemical Genomics)
